MPTP block: mitochondrial permeability transition pore inhibitors, primary screen, biochemical, isolated mouse mitochondria, absorbance | AID 602449, 2012 | inhibition, % at 10 µM | hit rate 1.4% among 360,000 | Ca2+ swelling absorbance, 30 min;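 active = inhibition of 50% or more, scaled per plate between neutral and stimulator controls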;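 note: 0% = DMSO wells given calcium and 100% = 1 mM EGTA wells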
EBI2 antag: EBI2 receptor antagonists, beta-arrestin recruitment, primary screen, cell-based, luminescence, 7a,25-OHC stimulation, uHTS. AID 651636, 2012. G-protein coupled receptor 183 (Homo sapiens), P32249. hit rate 0.81% among 360,000. inhibition, % at 5 µM. 7a,25-OHC stimulated; in the data active = inhibition above about 38%;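 note: enzyme fragment complementation signal reports receptor beta-arrestin coupling in cells; 0% = agonist plus DMSO wells and 100% = wells without agonist; some results beyond the cut were filed as inactive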
Target sequence (P32249 whole entry, looked up, the tested form may be a part): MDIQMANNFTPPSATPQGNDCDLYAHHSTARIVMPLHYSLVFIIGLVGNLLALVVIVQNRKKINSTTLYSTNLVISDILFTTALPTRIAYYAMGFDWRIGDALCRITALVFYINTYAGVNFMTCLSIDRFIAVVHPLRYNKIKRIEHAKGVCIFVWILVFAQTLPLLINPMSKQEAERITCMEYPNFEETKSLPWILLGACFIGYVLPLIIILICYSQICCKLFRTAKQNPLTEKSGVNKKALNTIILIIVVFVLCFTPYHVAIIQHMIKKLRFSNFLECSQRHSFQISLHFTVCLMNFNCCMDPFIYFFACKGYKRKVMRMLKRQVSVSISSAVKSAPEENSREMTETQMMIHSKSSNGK
CXCR6 block: CXCR6 receptor inhibitors, primary screen, cell-based, beta-arrestin, luminescence, CHO-K1 PathHunter, 1536-well | C-X-C chemokine receptor type 6 (Homo sapiens), O00574 | inhibition, % at 20 µM | hit rate 0.36% among 360,000 | AID 602244, 2012; in the data active = inhibition above about 34%, passing the limit was not always enough;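 note: antagonist mode with CXCL16 agonist at 10 nM final; 0% = 10 nM CXCL16 with DMSO and 100% = unstimulated wells without agonist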
Target sequence (O00574 whole entry, looked up): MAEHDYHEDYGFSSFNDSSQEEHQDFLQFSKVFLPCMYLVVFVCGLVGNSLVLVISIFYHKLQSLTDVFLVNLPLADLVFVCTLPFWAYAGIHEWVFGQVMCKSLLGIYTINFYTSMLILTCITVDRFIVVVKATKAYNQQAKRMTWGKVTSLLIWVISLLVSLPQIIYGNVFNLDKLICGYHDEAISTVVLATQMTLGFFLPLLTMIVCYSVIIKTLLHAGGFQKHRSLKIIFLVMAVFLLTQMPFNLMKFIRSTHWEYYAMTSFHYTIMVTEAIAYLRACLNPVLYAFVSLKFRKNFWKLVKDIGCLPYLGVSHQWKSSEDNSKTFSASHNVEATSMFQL
* hit, by the source's call; · = not tested or not shown.

SMILES	MPTP block	EBI2 antag	CXCR6 block
O=C(C(=O)N1CCN(C(=O)c2ccco2)CC1)c1cc2ccccc2o1	-0.7	-7.7	·
COc1cccc(C(C)(O)c2nc(-c3ccccc3OC)cs2)c1 (stereo not drawn)	1.3	-9.9	0.2
COc1ccc(CN(C)C(=O)CCNS(=O)(=O)c2ccccc2)c(OC)c1	0.7	2.2	0.9
CCOC(=O)C1(C)CCCN(C(=O)c2ccc3ccccc3c2)C1 (stereo not drawn)	0.3	-4.6	-0.3
CN1CCN(c2cccc3c2S(=O)(=O)N[C@H](Cc2ccccc2)CO3)CC1	-1.0	1.6	0.2
CC1(C(=O)Nc2ccc(F)c(Cl)c2)Cc2c(-c3ccccc3)ccnc2O1 (stereo not drawn)	2.0	-9.3	9.1
Cc1ccccc1N1CCN(C(=O)c2cc(-c3ccccc3)nc3c2cnn3C(C)C)CC1	-1.3	1.5	-1.7
CSc1ccc(CNC(=O)C2CCC(=O)N(CCc3ccc(Cl)cc3)C2)cc1 (stereo not drawn)	-0.9	50.0*	1.3
Brc1ccc2nc(C3CCCCC3)c(CC3CCCCC3)n2c1	3.1	-24.9	-8.2
NC(Cc1ccc(Cl)cc1)c1csc(Nc2ccc(C(=O)c3ccccc3)cc2)n1 (stereo not drawn)	4.3	-2.6	-14.4
CCc1nc2ccc(C(=O)Nc3ccc(OC)c(OC)c3)cn2c1N(CCC(C)C)CCN(C)C	-1.2	-2.5	2.1
CN(C)CC(=O)Nc1ccc2c(c1)[C@H]1C[C@H](CC(=O)NCc3ccc4c(c3)OCO4)O[C@H](CO)[C@H]1O2	0.5	2.0	9.5
CS(=O)(=O)c1ccc(C(=O)OCC(=O)N2CCOCC2)cc1[N+](=O)[O-]	-1.2	-1.4	-10.7
Cc1ccc(-c2csc(C(C)(O)c3cccc(F)c3)n2)cc1C (stereo not drawn)	1.3	13.3	-5.0
O=C1c2ccccc2C(c2nnnn2Cc2ccccc2)N1Cc1ccco1 (stereo not drawn)	-0.5	-5.0	-5.9
Cc1nc(C(F)(F)F)ccc1C(=O)N1CCC1(C)C(=O)NS(=O)(=O)c1ccc(Cl)cc1 (stereo not drawn)	-2.1	-7.3	-0.6
O=C(NCCN1CCC(n2c(=O)[nH]c3ccccc32)CC1)N1c2ccccc2Sc2ccccc21	-1.4	5.8	4.1
O=C1O[C@@H](c2ccccc2)C[C@@H](O)C(=O)CCCCc2ccccc21	0.8	-7.5	0.0
CCCC(=O)N1CCC1(C)C(=O)NS(=O)(=O)c1ccccc1Cl (stereo not drawn)	-0.9	0.3	-3.7
CCCS(=O)(=O)NC(=O)C1(C)CCCN(C(=O)c2ccco2)C1 (stereo not drawn)	-0.5	-6.7	-2.7
COc1ncnc2c1ncn2CCCN1CCN(c2ccccn2)CC1	-0.6	-2.2	-0.5
C[C@H](CO)N1C[C@H](C)[C@@H](CN(C)Cc2cccc(C(F)(F)F)c2)OCc2cnnn2CCCC1=O	-0.8	-4.9	0.6
O=C(CSc1nnc(N2CCCC2)n1-c1cccc(Cl)c1)N1CCN(c2ccccn2)CC1	0.3	2.7	-2.5
CSc1ccc(OC2(C)CCN(Cc3cc4ccccc4o3)C2)cc1 (stereo not drawn)	1.1	-4.5	6.7
CC1(Cc2ccc(C(F)(F)F)o2)C(=O)Nc2ccc(-c3cccc(C(F)(F)F)c3)cc21 (stereo not drawn)	1.8	-3.7	-8.9
Other compounds.
SMILES	MPTP block	EBI2 antag	CXCR6 block
O=[N+]([O-])c1ccccc1SNc1ccccc1	1.7	8.3	5.7
COc1ccc(-c2ccc(CN3C(CC(C)C)C(=O)N(Cc4cn(Cc5ccco5)nn4)CCS3(=O)=O)cc2)cc1 (stereo not drawn)	-1.8	17.8	7.2
Fc1cc(Cl)ccc1Nc1nc(NCc2ccccc2)nc2ccsc12	1.6	-15.3	-3.6
O=C(C1CCCCC1)N1C[C@H](n2cc(-c3ccc(F)cc3)nn2)[C@@H](O)C[C@@H]1c1ccc(Cl)cc1	-1.3	21.0	-3.1
CNC(=O)c1ccsc1NC(=O)CS(=O)(=O)c1ccc(F)cc1	0.3	4.0	5.8
CCOC(=O)C1=CCN(S(=O)(=O)c2ccccc2Cl)C1c1cccc(F)c1 (stereo not drawn)	-2.4	13.3	0.6
CC(C)Oc1cccc(C(=O)Nc2nnc([C@@H]3C[C@H](O)[C@@H](CO)O3)s2)c1	-0.5	1.9	6.2
O=C1NC[C@@H](CCCCN2C[C@H](Cc3ccc(O)cc3)N(CCC3CCCCC3)C(=O)C2=O)N(CC2CCCCC2)C1=O	-4.3	2.3	0.3
NC(c1ccccc1)c1cccs1 (stereo not drawn)	-0.5	-4.4	4.0
COc1ccc(C(C)C)cc1-c1ccc2nncn2c1	-0.5	3.9	-4.9
COc1ccc(-n2nnnc2CNC(=O)c2c(-c3ccccc3Cl)noc2C)cc1	-0.7	0.5	-3.7
CC1CCN(S(=O)(=O)N2CCC(C(=O)NCc3ccc(F)cc3Cl)CC2)CC1	0.2	-6.6	3.1
Cc1nnc(SCC(=O)NC2CCCCC2)n1-c1ccccc1	-1.1	-6.9	-1.5
COC(=O)c1ccc(CNC(=O)c2ccccc2C(=O)NCC2(CBr)OCCO2)cc1	-0.3	-4.5	-0.1
COc1cccc(S(=O)(=O)N(C)C[C@H]2Oc3ncc(Br)cc3C(=O)N([C@H](C)CO)C[C@H]2C)c1	-0.4	0.8	-1.3
CC1(C)CC(=O)C=C(c2ccc(-c3ccc(S(C)(=O)=O)cc3)cc2)C1=O	-0.9	0.6	-14.8
CC1(C(=O)Nc2ccc(F)c(Cl)c2)Cc2c(-c3cccc(C(N)=O)c3)ccnc2O1 (stereo not drawn)	0.1	-4.1	-17.5
CCOC(=O)C1(C)CCCN(C(=O)c2cccs2)C1 (stereo not drawn)	-0.5	-8.1	-4.2
O=C(OCc1ccccc1)N1CCN(C(c2ccnc3ccccc23)c2nnnn2-c2ccc3c(c2)OCCO3)CC1 (stereo not drawn)	-0.9	60.2*	18.3
CSc1ncccc1C(=O)N1CCC(C)(C(=O)O)C1 (stereo not drawn)	-0.1	-4.5	2.6
COC(=O)c1ccc(CSc2nc3c(c(=O)[nH]2)CCC3)cc1	-0.1	-6.1	4.8
CCc1nc2c(OCCc3cccc(OC)c3)cccn2c1N(C)C(=O)c1cccs1	0.9	5.5	6.5
CC(C)(C)NC(=O)C1c2ccccc2OCC(=O)N1Cc1ccc2c(c1)OCO2 (stereo not drawn)	-2.0	4.0	-2.5
O=C(NCc1ccccc1CN1CCCC1)c1ccc(S(=O)(=O)Nc2ccccc2F)cc1	0.7	4.0	7.4
O=C(NCc1ccccc1Cl)c1csc([C@H]2C[C@H](O)[C@@H](CO)O2)n1	0.0	-2.0	0.7
Following part.
SMILES	MPTP block	EBI2 antag	CXCR6 block
CC1(Cc2ccccc2C#N)C(=O)Nc2ccc(OC(F)(F)F)cc21 (stereo not drawn)	0.4	13.2	0.4
NC(=O)c1cccc(-c2csc(C(O)c3ccccc3)n2)c1 (stereo not drawn)	1.0	-4.8	-2.5
O=C(COC(=O)c1ccccc1)NCCCCc1ccccc1	-0.5	-5.5	-2.4
Cc1cnc(CNC(=O)C2(C)CCCN2CC(C)C)cn1 (stereo not drawn)	1.5	-7.3	-4.3
N#Cc1ccc(C(=O)N2CCC3CC2c2cc(N4CCCCC4)ccc23)cc1 (stereo not drawn)	-0.2	-5.8	-10.7
C[C@H](CO)NC(=O)c1[nH]cnc1C(=O)Nc1cccc(Cl)c1	-1.1	-0.9	-4.9
Cc1ccc(C(=O)N2CCC(N3CCC(C(=O)N4CCOCC4)CC3)CC2)cc1	0.1	-3.1	-3.5
Cc1ccc([C@@H]2C[C@H]3[C@@H](CN2S(=O)(=O)c2ccc(C)cc2)C(=O)C[C@@H](c2ccccc2F)N3S(=O)(=O)c2ccc(C)cc2)cc1	0.3	2.4	-2.2
Cc1ccccc1Cn1c(C)c(C(=O)NCCC#N)sc1=O	-2.7	-0.2	0.8
COc1ccc(NC(=O)c2cc(C3CCCCN3S(=O)(=O)c3c(C)noc3C)on2)c(C)c1 (stereo not drawn)	0.6	13.4	0.3
CC(=O)Nc1nn(CC(C)C)c2nc3ccc(C)cc3cc12	0.8	2.2	4.5
CC(C)(C)NC(=S)N1CCC2CC1c1cc(-c3ccc4c(c3)OCO4)ccc12 (stereo not drawn)	1.4	-11.0	-1.5
COc1ccc(S(=O)(=O)N(C)C[C@@H]2OCCCC[C@@H](C)Oc3ccc(NC(=O)NC(C)C)cc3C(=O)N([C@H](C)CO)C[C@@H]2C)cc1	0.4	-5.8	-9.6
CC(=O)Nc1cccc(-c2ccnc3c2CC(C(=O)Nc2cccc(Oc4ccccc4)c2)O3)c1 (stereo not drawn)	1.7	-22.4	9.8
C[C@H]1CN([C@@H](C)CO)C(=O)CCCn2nncc2CO[C@@H]1CN(C)C(=O)NC1CCCCC1	0.9	-3.8	1.7
O=C(NCc1ccc(F)cc1)c1cc(C2CCCCN2C(=O)OCCF)on1 (stereo not drawn)	0.2	1.9	0.6
Cc1ccccc1S(=O)(=O)NC(=O)C1(C)CCN1C(=O)Cc1cccs1 (stereo not drawn)	-0.7	-4.8	4.4
N#Cc1c(NC(=O)COC(=O)C2=COCCO2)sc2c1CCCC2	0.9	-3.5	-2.9
OC(c1ccc(F)c(F)c1)c1nc(-c2ccc(F)c(Cl)c2)cs1 (stereo not drawn)	3.7	10.8	-10.1
Cc1c(P(=O)(c2ccccc2)c2ccccc2)c2ccccc2n1C	-0.2	2.3	9.6
CC(C)Oc1ccc(F)cc1-c1cc(C(=O)NCc2ccc(C(F)(F)F)cc2)[nH]n1	7.9	17.3	-7.8
COc1cccc(CNC(=O)[C@@H]2CCCN2C(=O)[C@@H]2CCCN2)c1	-0.1	-12.2	-5.5
COCCN1C[C@@H](CO)O[C@@H](n2cnc3c(NCc4ccc(F)cc4)ncnc32)C1	-0.8	-6.5	-1.7
CC(=O)Nc1ccc(-c2ccnc3c2CC(C(=O)NCC2CCOCC2)O3)cc1 (stereo not drawn)	-0.8	-3.9	9.7
COc1ccc([C@H]2CC(=O)C[C@@H](CCn3cc(CCc4ccccc4)nn3)O2)cc1	-0.1	4.0	-2.2

13 neighbouring entries already listed, for reference:
SMILES	MPTP block	EBI2 antag	CXCR6 block
CC(=O)Nc1nn(CC(C)C)c2nc3ccc(C)cc3cc12	0.8	2.2	4.5
CC(C)(C)NC(=S)N1CCC2CC1c1cc(-c3ccc4c(c3)OCO4)ccc12 (stereo not drawn)	1.4	-11.0	-1.5
COc1ccc(S(=O)(=O)N(C)C[C@@H]2OCCCC[C@@H](C)Oc3ccc(NC(=O)NC(C)C)cc3C(=O)N([C@H](C)CO)C[C@@H]2C)cc1	0.4	-5.8	-9.6
CC(=O)Nc1cccc(-c2ccnc3c2CC(C(=O)Nc2cccc(Oc4ccccc4)c2)O3)c1 (stereo not drawn)	1.7	-22.4	9.8
C[C@H]1CN([C@@H](C)CO)C(=O)CCCn2nncc2CO[C@@H]1CN(C)C(=O)NC1CCCCC1	0.9	-3.8	1.7
O=C(NCc1ccc(F)cc1)c1cc(C2CCCCN2C(=O)OCCF)on1 (stereo not drawn)	0.2	1.9	0.6
Cc1ccccc1S(=O)(=O)NC(=O)C1(C)CCN1C(=O)Cc1cccs1 (stereo not drawn)	-0.7	-4.8	4.4
N#Cc1c(NC(=O)COC(=O)C2=COCCO2)sc2c1CCCC2	0.9	-3.5	-2.9
OC(c1ccc(F)c(F)c1)c1nc(-c2ccc(F)c(Cl)c2)cs1 (stereo not drawn)	3.7	10.8	-10.1
Cc1c(P(=O)(c2ccccc2)c2ccccc2)c2ccccc2n1C	-0.2	2.3	9.6
CC(C)Oc1ccc(F)cc1-c1cc(C(=O)NCc2ccc(C(F)(F)F)cc2)[nH]n1	7.9	17.3	-7.8
COc1cccc(CNC(=O)[C@@H]2CCCN2C(=O)[C@@H]2CCCN2)c1	-0.1	-12.2	-5.5
COCCN1C[C@@H](CO)O[C@@H](n2cnc3c(NCc4ccc(F)cc4)ncnc32)C1	-0.8	-6.5	-1.7

The results go on:
SMILES	MPTP block	EBI2 antag	CXCR6 block
O=C(c1cc(COc2cccc3cccnc23)on1)N1CCC[C@H]1CO	-0.1	3.7	3.8
O=S1(=O)CC(N2CCN(CCO)CC2)CN1Cc1cn(Cc2ccc(Cl)cc2)nn1 (stereo not drawn)	0.0	1.8	-2.2
COCCNc1nc(Oc2ccc(CC(=O)OC)cc2)c2sc(-c3ccccc3)cc2n1	0.8	28.2	5.7
COc1cccc(CN2CC(C(=O)NCCc3cn4cccnc4n3)CCC2=O)c1 (stereo not drawn)	0.3	-3.1	0.2
COc1ccc(-c2[nH][nH]c(=O)c2NC(=O)c2ccccc2Br)cc1	-0.3	1.3	-5.1
CCn1c(SCC(=O)NC2CC2)nnc1-c1ccccc1	0.0	-11.0	3.4
C[C@@H]1CN([C@H](C)CO)C(=O)c2cc(-c3ccc(F)cc3)cnc2O[C@H]1CN(C)C(=O)c1ccc(F)cc1	1.7	26.2	19.3
CCN(CC(=O)Nc1ccc(OC)cc1)C(=O)c1cccc(S(=O)(=O)N2CCN(c3ccccc3)CC2)c1	1.9	43.8	3.8
O=C(CSc1nnc2ccc(-c3ccccn3)nn12)Nc1cccc(F)c1	1.0	-2.0	8.5
COc1ccccc1Cc1c(-c2ccc(OC)c(OC)c2)nc2cc(C)c(Br)c(C)n12	1.9	13.9	9.5
Cn1cnc2ncnn2c1=S	0.3	-8.5	-4.8
COc1cccc(NC(=O)CN(C)C(=O)/C=C/c2ccc(S(=O)(=O)N3CCCCCC3)cc2)c1	-0.6	-1.9	7.6

Compound activity (PubChem BioAssay)

The list is partial; the hit share may differ from the screen's.
